Screens: PubChem, National Center for Advancing Translational Sciences (NCATS)
Gal4-VP16 FLuc – counter-screen for ROR gamma inhibitors: Gal4-VP16 reporter | Drosophila S2 Gal4-VP16 UAS-luciferase, luminescence, 20 h | Potency, µM (top dose mostly 53.6 µM), inactives show at the top dose activity, negative = inhibition, actives largely listed as inhibitors | 310,000 compounds, 3.5% hits | AID 2546;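 further: Gal4-VP16 expression switched on by copper sulfate through the metallothionein promoter; nearly all actives have a fitted effect of over 50% in size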
RORgamma inh – inhibitors of mouse ROR gamma transcriptional activity | Drosophila S2 Gal4-RORgamma UAS-luciferase reporter, 20 h | Potency, µM (top dose mostly 53.6 µM), inactives show top-dose activity change, negative = inhibition, usual class: inhibitors | 310,000 compounds, 5.4% hits; further: nearly all actives have a fitted effect of over 60% in size
Target sequence (P51450 whole entry, looked up, the tested form may be a part): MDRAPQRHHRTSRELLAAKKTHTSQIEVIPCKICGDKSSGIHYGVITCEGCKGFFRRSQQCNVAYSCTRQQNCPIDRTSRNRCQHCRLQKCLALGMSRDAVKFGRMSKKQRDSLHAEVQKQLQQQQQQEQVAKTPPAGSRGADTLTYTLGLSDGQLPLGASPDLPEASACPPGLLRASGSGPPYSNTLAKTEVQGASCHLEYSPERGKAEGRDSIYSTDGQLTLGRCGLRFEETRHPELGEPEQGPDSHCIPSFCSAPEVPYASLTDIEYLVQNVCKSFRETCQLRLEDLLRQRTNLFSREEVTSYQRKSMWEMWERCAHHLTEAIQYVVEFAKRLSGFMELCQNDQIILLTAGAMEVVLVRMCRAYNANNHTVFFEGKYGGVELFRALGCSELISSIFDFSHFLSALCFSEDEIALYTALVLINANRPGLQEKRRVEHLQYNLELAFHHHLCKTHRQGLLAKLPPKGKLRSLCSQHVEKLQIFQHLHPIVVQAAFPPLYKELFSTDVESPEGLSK
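Drosophila Schneider cells stably carrying a metallothionein-driven Gal4 DBD–ROR gamma fusion and a UAS-Photinus luciferase reporter were exposed to compound for 1 hr, then induced with copper sulfate (700 uM final) for 20 hr at ambient temperature before luminescence reading.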
* hit, by the source's call; ? = inconclusive; . = not tested or not shown; & = joins results of further samples; [ ] = remark or other dose. The call rests on the fitted dose curve; in most records, active means well fitted curve in the direction sought with a large enough effect; inconclusive means small, poorly fitted or top-dose-only effect, or another doubt; inactive means no such curve, though single readings can be large; an effect the other way counts as inactive or inconclusive. On the % scale 0 is the no-effect control and ±100 the full control effect; potency means the concentration at half of the fitted maximal effect. These rows are one share of the data; rates above refer to the full screens.

SMILES	Gal4-VP16 FLuc	RORgamma inh
CC(C)Nc1nc(C#N)nc(Nc2ccccc2)n1	?	.
CCCCNc1nc(C#N)nc(Nc2ccccc2)n1	-21%	.
N#Cc1nc(Nc2ccccc2)nc(NC2CCCC2)n1	-25%	.
O=C1OCCN1/N=C\c1ccc([N+](=O)[O-])o1	.	?
COc1cccc(Nc2ncc3ncc(=O)n(CCC#N)c3n2)c1	12%	?
C=C(C(C)=O)C(O)c1ccccc1 (stereo unspecified)	-15%	-37%
O=C(c1ccncc1)N1CCC2(CCCN(c3ccccc3)C2)CC1	3%	0%
O=c1cc(-c2ccc(O)c(O)c2)oc2ccccc12	1%	3.2µM*
CNc1ncnc2ccc(-c3ccccc3C)cc12	?	42%
CSCC[C@H](NC(=O)[C@H](CO)NC(=O)[C@H](Cc1ccc(O)cc1)NC(=O)[C@@H](N)CO)C(=O)N[C@@H](CCC(=O)O)C(=O)N[C@@H](Cc1cnc[nH]1)C(=O)N[C@@H](Cc1ccccc1)C(=O)N[C@@H](CCCNC(=N)N)C(=O)N[C@@H](Cc1c[nH]c2ccccc12)C(=O)NCC(=O)N[C@@H](CCCCN)C(=O)N1CCC[C@H]1C(=O)N[C@H](C(=O)NCC(=O)N[C@@H](CCCCN)C(=O)N[C@@H](CCCCN)C(=O)N[C@@H](CCCNC(=N)N)C(=O)N[C@@H](CCCNC(=N)N)C(=O)N1CCC[C@H]1C(=O)N[C@H](C(=O)N[C@@H](CCCCN)C(=O)N[C@H](C(=O)N[C@@H](Cc1ccc(O)cc1)C(=O)N1CCC[C@H]1C(=O)O)C(C)C)C(C)C)C(C)C	7%	10%
CC(=O)O[C@H]1C[C@@H]2CC[C@@H]3[C@H](CC[C@@]4(C)[C@H]3C[C@H]([N+]3(C)CCCCC3)[C@@H]4OC(C)=O)[C@@]2(C)C[C@@H]1N1CCCCC1	-4%	-6%
CCOC(=O)C1=C(C(=O)OCC)C(C(=O)OCC)N(S(=O)(=O)C(F)(F)F)c2ccccc21 (stereo unspecified)	-3%	18%
CCOC(=O)CCCCC1=CC2=CC(=O)C(C)(O)C(=O)C2=CO1 (stereo unspecified)	2%[10 µM]	-14%[10 µM]
COCC(=O)N1CCC2(CCCN(C(=O)Nc3cccc(F)c3)C2)CC1	4%	4%
COc1ccc(C(=O)Nc2ccccc2)cc1[N+](=O)[O-]	2%	18%
C[C@H](Cc1nc2c(cnn2-c2ccccc2Cl)c(=O)[nH]1)C(F)(F)F	1%	0%
CN(C)c1ncc2nc(CCc3ccccc3)c(=O)n(CCC#N)c2n1	-3%	42%
COC(=O)c1ccc(C(NC(=O)OCc2ccccc2)/C(=C/[C@@H](C)C(=O)NCc2ccncc2)c2cccnc2)cc1 (stereo partly specified)	-5%	12%
C=C[C@@]1(C)CC(=O)[C@@]2(O)[C@@]3(C)[C@@H](O)CCC(C)(C)[C@@H]3[C@H](O)[C@H](OC(C)=O)[C@@]2(C)O1	-7%	-2%
O=C(O)C(O)[C@@](O)(Cc1ccc(O)cc1)C(=O)O (stereo partly specified)	5%	0%
COc1ccccc1CNc1nc(-c2cccc(C#N)c2)nc2ccccc12	-1%	16%
C=CCc1ccccc1OC[C@H](O)CNC(C)C	7%[17 µM]	4%[16.9 µM]
CC(C)[C@H]1COC(c2cccc([N+](=O)[O-])c2)=N1	-8%[96.6 µM]	18%[96.6 µM]
COc1ccc(COC(=O)N/N=C2/C[C@@H](O)[C@@H](O)[C@@H]3[C@@H]4C(=O)N(C(C)(C)C)C(=O)[C@H]4CC[C@@H]23)cc1	-9%[10 µM]	10%[10 µM]
CCOC(=O)[C@H](N)/C=C(\C)CP(=O)(O)O	0%	17%

Quoted at random: 2 entries already listed
SMILES	Gal4-VP16 FLuc	RORgamma inh
O=C(O)C(O)[C@@](O)(Cc1ccc(O)cc1)C(=O)O (stereo partly specified)	5%	0%
COCC(=O)N1CCC2(CCCN(C(=O)Nc3cccc(F)c3)C2)CC1	4%	4%

Following part.
SMILES	Gal4-VP16 FLuc	RORgamma inh
C#CCCCO/N=C1/C[C@@H](O)[C@@H](O)[C@@H]2[C@@H]3C(=O)N(C4CCCCC4)C(=O)[C@H]3CC[C@@H]12	5%[10 µM]	14%[10 µM]
CCCN1CCC(=O)N(C(CSc2ccc(Br)cc2)Cc2ccccc2)CC1 (stereo unspecified)	-9%	23%
CCCn1c(-c2ccc(F)cc2)nc2c(NCCN3CCOCC3)nc(C)nc21	-11%	-4%
CN(C)C(=O)c1ccc(-c2ccc3ncnc(NC4CC4)c3c2)cc1	7%	11%
COc1ccc2cc1Oc1cc3c(cc1OC)CC[N+](C)(C)C3Cc1ccc(cc1)Oc1c(OC)c(OC)cc3c1C(C2)[N+](C)(C)CC3 (stereo unspecified)	-5%	4%
c1ccc(-c2nc(-c3cccs3)c(NC3CCCCC3)o2)cc1	-22%	-1%
COc1ccc(CNc2ccnc(-c3ccccc3C(F)(F)F)n2)c(OC)c1	-1%	19%
CSCC[C@H](NC(=O)[C@H](CC(C)C)N(C)C(=O)[C@@H]1CCCN1C(=O)[C@H](Cc1ccccc1)NC(=O)[C@H](Cc1ccccc1)NC(=O)CCC(C)N)C(=O)O (stereo partly specified)	-8%	-3%
CCCC[C@@H]1C[C@H]1C(NC(=O)c1ccc(-c2ccccc2)cc1)c1ccc(-c2ccccc2)cc1 (stereo partly specified)	-4%	2%
CCCN(C/C=C\I)[C@@H]1CCc2cccc(O)c2C1	-9%	5%
COCCn1c(=O)c(-c2ccc(Cl)cc2)nc2cnc(Oc3ccccc3)nc21	11%	11%
COCCNC(=O)C1(C(F)(F)F)C/C(=C\CCO)CCCO1 (stereo unspecified)	1%	9%
Cc1cccc(C(=O)O)c1	-10%	-8%
COc1cc2c(cc1OC)Cc1cc(OC)c(OC)cc1Cc1cc(OC)c(OC)cc1C2	0%	-30%
O=C1OC(=O)c2ccccc21	7%	-29%
O=c1[nH]c(=O)n([C@@H]2O[C@H](CO)[C@@H](O)[C@H]2O)cc1Br	-9%	2%
O=c1c(CCc2ccccc2)nc2cnc(Oc3ccccc3)nc2n1C1CC1	1%	32%
CC1CCC(O)C/C1=C\C=C1/CCCC2(C)C1CCC2C(C)/C=C/C(C)C(C)C (stereo unspecified)	?	?
OC1OC[C@H](O)[C@H](O)[C@H]1O (stereo partly specified)	-8%	3%
O=C1C[C@@H](c2ccc3ccccc3c2)N1S(=O)(=O)c1ccccc1[N+](=O)[O-]	-7%	-1%
Cn1c(=O)n2n(c1=O)[C@H]1[C@H](O)[C@H]3O[C@@H]3/C(=N/OC[C@@H](O)COCc3ccco3)[C@@H]1CC2	-6%[10 µM]	-2%[10 µM]
CCN(CC)C(=O)/C(C#N)=C/c1cc(O)c(O)c([N+](=O)[O-])c1	-4%	14%[10 µM]
Cc1ccc(OC2C(O)COC2/C=C/C#Cc2ccc(C(C)(C)C)cc2)cc1 (stereo unspecified)	7%&0%[10 µM]	5%&-1%[10 µM]
COC(=O)c1ccc(C(NC(=O)OCc2ccccc2)/C(C)=C/[C@@H](C)C(=O)N[C@@H](CO)Cc2ccccc2)cc1 (stereo partly specified)	-3%	12%
O=c1cnc2cnc(Nc3ccccc3)nc2n1C1CC1	-6%	?

(cont.)
SMILES	Gal4-VP16 FLuc	RORgamma inh
Oc1ccc(C2Oc3cc(O)cc(O)c3CC2O)cc1 (stereo unspecified)	-7%	33%
CCCC[C@@H]1C[C@H]1C(NC(=O)c1ccccc1)c1ccc(C(F)(F)F)cc1 (stereo partly specified)	?	16µM*
COc1ccc(/C=C/C(=O)CC(=O)/C=C/c2cccc(O)c2OC)cc1O	4%	6.3µM*
CC(CC(O)C1OC1(C)C)C1CCC2(C)C3=CCC4C(C)(C)C(=O)CCC4(C)C3CC[C@@]12C (stereo partly specified)	?	6%
CC(=O)c1ccc(OC2C=CC(C#Cc3ccc(Br)cc3)OC2CO)cc1 (stereo unspecified)	0%[10 µM]	21%[10 µM]
CN(C(=O)Cc1ccccc1OC(=O)c1ccccc1)c1ccccc1I	-5%	-10%
C[C@H](NC[C@H](O)CP(=O)(O)CC1CCCCC1)c1ccc(Cl)c(Cl)c1	0%	6%
CN(C)c1ncc2nc(-c3ccc(F)cc3)c(=O)n(CCc3ccccc3)c2n1	7%	-8%
Cc1cnc(CNc2cc(-c3ccc(N(C)C)cc3)ncn2)cn1	-14%	-39%
CCOC(=O)C1=C(N)Oc2ccc(Br)cc2C1C(C#N)C(=O)OCC (stereo unspecified)	-11%&6%	-3%&-3%
Nc1cc(S(=O)(=O)O)ccc1O	9%	-3%
O=C(Nc1cc(NC(=O)c2ccccc2)c(C(=O)O)cc1C(=O)O)c1ccccc1	-9%&-7%	-2%&0%
CN(Cc1ccco1)c1ncncc1-c1ccccc1Cl	-7%	-26%
C#CCCCCCCCCCCCC(O)CC(O)CO (stereo unspecified)	?	?
Cc1cccc(CNc2ccnc(-c3cccc(C#N)c3)n2)c1	?	?
CC12CCC=CC1C(c1ccc3ccccc3c1Br)N(Cc1ccccc1)C2=O (stereo unspecified)	-5%	-14%
CCCCCCCC/C=C\CCCCCCCC(=O)N[C@@H](CO)Cc1ccc(O)cc1	?	2%
COC(=O)[C@@]1(Cc2ccc(OC)cc2)[C@H]2c3cc(C(=O)N(C)C)n(CCc4ccccn4)c3C[C@H]2CN1C(=O)c1ccccc1	12%	40%
CC(C)C[C@H](NC(=O)[C@H]1O[C@@H]1C(=O)O)C(=O)NCCCCN=C(N)N	-2%	1%
O=C(O)CC/C=C\CC[C@@H]1[C@@H](N2CCCCC2)[C@@H](O)C[C@@H]1OCc1ccc(-c2ccccc2)cc1	-2%	11%
CCCNC(=O)N1N=C(c2ccc(N)cc2)c2cc3c(cc2C1C)OCO3 (stereo unspecified)	1%	26%
C=CCOC(=O)C(C(C)=O)C(NC(=O)OC)c1ccc2ccccc2c1 (stereo unspecified)	11%[10 µM]	-9%[10 µM]
COc1cc(OC)cc(-c2nnc3n2N=C(c2ccc(OC)c(OC)c2)CS3)c1	-3%	-3%
COc1ccc(-n2c(=O)c(C)nc3cncnc32)cc1	11%	8%
O=C(O)CN(CC(=O)O)c1ccccc1OCCOc1ccccc1N(CC(=O)O)CC(=O)O	1%	-6%

Other structures:
SMILES	Gal4-VP16 FLuc	RORgamma inh
O=C(c1ccncc1)N1CCC2(CCCN(c3ccc(-c4ccccc4)cc3)C2)CC1	-9%	-20%
NC(Cn1ccc(=O)c(O)c1)C(=O)O (stereo unspecified)	-12%	5%
CC[C@H](C)[C@@H](NC(=O)O[C@@H]1Cc2cc(Br)ccc2O[C@H]1c1cccc(OC)c1)C(=O)OC	-12%	12%
CCCCCCCCCCCC	-4%	-9%
CCN1C(=O)[C@H]2[C@H]3[C@H](O)[C@H](O)C/C(=N/O[C@@H]4O[C@H](COC(C)=O)[C@@H](OC(C)=O)[C@H](OC(C)=O)[C@H]4OC(C)=O)[C@@H]3CC[C@@H]2C1=O	-5%[10 µM]	-21%[10 µM]
CCCN1CCC(=O)N(C(CSc2ccc(C)cc2)CC(C)C)CC1 (stereo unspecified)	-1%	38%
CC(C)CN1CCCC2(CCN(C(=O)c3cc(C(F)(F)F)cc(C(F)(F)F)c3)CC2)C1	-7%	20%
Cc1[nH]c(/C=C2\C(=O)Nc3ccc(S(=O)(=O)N(C)c4cccc(Cl)c4)cc32)c(C)c1C(=O)N1CCN(C)CC1	?	?
Cc1cc(O)c(C=O)c2c1C(=O)Oc1c(C)c(O)c3c(c1O2)C(O)OC3=O (stereo unspecified)	-3%	7%
CC[C@@H](C)[C@H]1O[C@]2(CC[C@@H]1C)C[C@@H]1C[C@H](C/C=C(/C)[C@H](O[C@@H]3C[C@H](OC)[C@H](O[C@@H]4C[C@H](OC)[C@@H](O)[C@H](C)O4)[C@H](C)O3)[C@@H](C)/C=C\C=C3CO[C@@H]4[C@H](O)C(C)=C[C@@H](C(=O)O1)[C@]34O)O2 (tested in a mixture with another compound)	6%	7%
COc1cccc(Nc2ncc3nc(-c4ccccc4)c(=O)n(Cc4cccs4)c3n2)c1	-6%	0%
CC(C)=CCOc1cc2oc(=O)ccc2cc1O	1%	6%
Cc1cccc(CNc2ncnc3ccc(-c4c(C)noc4C)cc23)c1	13%	2µM*
COCCNc1nc(-c2c(C)noc2C)nc2ccccc12	-22%	-19%
CN1CCC2(CC1)CCN(C(=O)c1ccncc1)CC2	1%	-13%
O=Cc1ccc(OC2C=CC(c3ccccc3)OC2CO)cc1 (stereo unspecified)	2%[10 µM]	1%[10 µM]
NCCCNCCCCN(CCCN)/[N+]([O-])=N/O	5%	3%
COC(F)(F)C(Cl)Cl	-3%	7%
COC(=O)C1=C(C)N(Cc2ccccc2)c2c(C(=O)OC)c(C(=O)OC)c(C(=O)OC)c(=O)n2C1c1ccccc1 (stereo unspecified)	6%&-2%[10 µM]	-13%&6%[10 µM]

Entries above shown as hits in RORgamma inh:
compound	RORgamma inh
O=c1cc(-c2ccc(O)c(O)c2)oc2ccccc12	3.2µM*
CCCC[C@@H]1C[C@H]1C(NC(=O)c1ccccc1)c1ccc(C(F)(F)F)cc1 (stereo partly specified)	16µM*
COc1ccc(/C=C/C(=O)CC(=O)/C=C/c2cccc(O)c2OC)cc1O	6.3µM*
Cc1cccc(CNc2ncnc3ccc(-c4c(C)noc4C)cc23)c1	2µM*
